# NPY Y1 blocker – NPY-Y1 (human) receptor antagonism; P25929; HEK293-CNG Y1 cells, membrane potential fluorescence; NPY at EC95, then isoproterenol; inhibition, % at 3.6 µM; 200,000 tested, 1% active;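 active = inhibition above the campaign mean inhibition of all tested compounds plus 3 SD, cut at about 20% in these data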;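 note: 0% = DMSO wells given NPY plus isoproterenol and 100% = isoproterenol alone without NPY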
#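 Material: HEK293 Y1/CNG channel cell line | Also added: NPY (25 nM), isoproterenol (1 µM), Ro 20-1724 (25 µM) | Compound: One concentration, 3.6 µM, in 0.4% DMSO | Schedule: 3 h dye uptake, 1 h room-temperature compound, 45 min post-isoproterenol | Signal: Membrane-potential fluorescent dye readout | Read-out: % inhibition of NPY effect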
# NPY-Y1 PAM-ag – potentiators or agonists of human neuropeptide Y receptor Y1; NPY-Y1 expressing cells, potentiator/agonist activation; activation, % at 3.6 µM; 220,000 tested, 0.37% active; AID 1304; in the data active = activation above about 33%, passing the limit was not always enough;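 note: cells stimulated with NPY at EC10 then isoproterenol at EC100; 0% = low agonist plus stimulus and 100% = saturating agonist plus stimulus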
# TRPML3 ag – human mucolipin-3 channel agonism. 220,000 tested, 0.29% active. HEK293 TRPML3-YFP, Fluo-8 calcium fluorescence; 100% = the carbachol control signal. Q8TDD5. activation, % at 3 µM;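 active = activation above its plate's cutoff, the mean activation of the plate's test wells plus 3 SD, cut at about 12% in these data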;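 note: 0% = DMSO only wells and 100% = carbachol wells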
#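 Material: HEK293 cells stably carrying human TRPML3-YFP; compound dosing: single dose, 3 µM final nominal compound, 0.3% DMSO final; incubation: 1-h 37 °C dye load, 5-s basal, 120-s post-compound reads; technique: Fluo-8 intracellular calcium fluorescence, excitation 470-495 nm, emission 515-575 nm; read-out basis: percent activation from peak-to-basal fluorescence ratio, scaled between DMSO and carbachol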
# CHOP inhibitor – blocks CHOP induction under ER stress; AID 2732; 220,000 tested, 3.8% active; CHO-K1 CHOP-promoter luciferase, tunicamycin-induced, 15-18 h; inhibition, % at 10 µM;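 active = compounds that reduced the stress-induced luciferase reporter signal by more than about 70% of percent inhibition, limit read from the data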;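 note: 0% = tunicamycin plus vehicle and 100% = wells without tunicamycin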
# S1P4 ag – agonists of human S1P4 receptor; S1P4-expressing cell line, agonist reporter assay; AID 1509; O95977; 220,000 tested, 0.35% active; activation, % at 4.98 µM; in the data active = activation above about 11%;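 note: 0% = DMSO vehicle and 100% = reference agonist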
# Target sequence (O95977 whole entry, looked up): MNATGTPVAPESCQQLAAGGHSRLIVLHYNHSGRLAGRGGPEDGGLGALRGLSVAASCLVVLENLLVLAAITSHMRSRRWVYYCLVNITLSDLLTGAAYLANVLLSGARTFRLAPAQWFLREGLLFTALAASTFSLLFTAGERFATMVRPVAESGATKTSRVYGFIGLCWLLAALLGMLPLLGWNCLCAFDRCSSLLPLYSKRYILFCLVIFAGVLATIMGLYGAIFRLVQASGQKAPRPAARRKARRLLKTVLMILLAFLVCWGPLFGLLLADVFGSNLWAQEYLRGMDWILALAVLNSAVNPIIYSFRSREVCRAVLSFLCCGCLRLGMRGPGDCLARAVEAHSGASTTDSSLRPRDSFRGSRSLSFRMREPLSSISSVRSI
# S1P4 antagonist – blocks the human S1P4 receptor | 220,000 tested, 0.26% active | inhibition, % at 4.98 µM | AID 1510 | O95977 | S1P4-expressing cells, antagonist mode, reporter read-out; in the data active = inhibition above about 29%;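 note: 0% = wells stimulated with agonist and 100% = vehicle wells without agonist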
# NPY-Y2 PAM-ag – potentiators or agonists of human neuropeptide Y receptor Y2; cells expressing NPY-Y2, potentiator/agonist read-out; AID 1359; activation, % at 3.6 µM; 220,000 tested, 0.45% active; in the data active = activation above about 27%;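 note: cells stimulated with NPY near EC25 plus isoproterenol at EC100; 0% = vehicle plus submaximal agonist and 100% = vehicle plus saturating agonist; some results beyond the cut were filed as inactive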
# Target sequence (P49146 whole entry, looked up): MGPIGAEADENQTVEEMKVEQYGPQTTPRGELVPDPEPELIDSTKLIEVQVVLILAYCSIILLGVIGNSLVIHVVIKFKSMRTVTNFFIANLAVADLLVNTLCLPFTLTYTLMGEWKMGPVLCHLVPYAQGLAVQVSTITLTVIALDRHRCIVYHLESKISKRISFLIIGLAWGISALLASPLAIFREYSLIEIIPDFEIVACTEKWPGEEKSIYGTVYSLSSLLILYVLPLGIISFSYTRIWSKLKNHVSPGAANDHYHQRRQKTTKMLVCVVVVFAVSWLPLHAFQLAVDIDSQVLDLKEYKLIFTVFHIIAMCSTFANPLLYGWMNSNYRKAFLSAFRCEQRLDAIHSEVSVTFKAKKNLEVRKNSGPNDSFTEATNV
# zfTRPN1 agonist – activates the zebrafish TRPN1 channel | HEK293 zebrafish TRPN1-YFP, Fluo-8 calcium fluorescence; 100% = response to 87 µM carbachol | activation, % at 3 µM | AID 1424 | 220,000 tested, 0.18% active;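 active = activation above its plate's cutoff, the mean activation of test wells on that plate plus 3 SD, cut at about 19% in these data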;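 note: 0% = DMSO alone and 100% = 87 µM carbachol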
#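 Material: zebrafish TRPN1-YFP in HEK293 cells. Doses: one dose of 3 µM, 0.3% DMSO. Incubation: dye 1 h 37 °C plus 30 min RT. Measured by: intracellular calcium fluorescence with Fluo-8.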
# EP2 modulator – modulators of human EP2 prostaglandin E2 receptor. P43116. induction, % at 25 µM. AID 940. EP2-expressing cells, cAMP HTRF FRET, PGE2 co-stimulation. 260,000 tested, 0.83% active;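 active = compounds whose cAMP rise, as percent of the full-agonist control response, exceeds 60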;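 note: rat C6 glioma line stably carrying human EP2 under a CMV promoter; the protocol text gives 20 µM as final concentration; 100% = response of wells given 1 µM PGE2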
# Target sequence (P43116 whole entry, looked up): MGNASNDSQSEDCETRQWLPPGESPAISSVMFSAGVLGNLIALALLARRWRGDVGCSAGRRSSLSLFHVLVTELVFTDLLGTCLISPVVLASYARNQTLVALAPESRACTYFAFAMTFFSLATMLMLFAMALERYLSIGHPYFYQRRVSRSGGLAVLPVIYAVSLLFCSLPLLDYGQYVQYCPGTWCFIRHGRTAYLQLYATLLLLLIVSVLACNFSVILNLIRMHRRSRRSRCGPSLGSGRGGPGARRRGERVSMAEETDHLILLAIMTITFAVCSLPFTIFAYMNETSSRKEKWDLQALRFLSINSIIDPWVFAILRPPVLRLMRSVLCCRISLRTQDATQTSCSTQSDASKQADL
# * hit, by the source's call; · = no result given; & = joins results of further samples.
No.	mol	NPY Y1 blocker	NPY-Y1 PAM-ag	TRPML3 ag	CHOP inhibitor	S1P4 ag	S1P4 antagonist	NPY-Y2 PAM-ag	zfTRPN1 agonist	EP2 modulator
1	O=C(NC1CCCCC1)N1CCc2ccccc21	-2	-2	-0.4	41	2.5	-26	3	-2.2	17
2	COC(=O)C1=C(CSc2nnnn2C)NC(=O)NC1c1cc(C)ccc1C (stereo not given)	-5	-3	0.3	8	2.6	-26	-8	0.6	18
3	Cn1cc(S(=O)(=O)N2CCN(c3ccccc3F)CC2)c(=O)n(C)c1=O	7	-5	0.9	-3	-1.4	-3	-15	0.8	-6
4	N#Cc1cc2c(=O)n3ccccc3nc2n(-c2ccccc2Cl)c1=O	-2	-9	-0.4	5	28*	-52	4	-0.7	3
5	Cc1nnc(SCc2ccccc2C#N)n1-c1ccccc1	-1	-14	0.3	-3	1.4	-4	-3	-0.2	23
6	COc1cc(NC(=O)c2ccc(C)c([N+](=O)[O-])c2)ccc1NC(=O)c1ccco1	-1	-12	1.2	-15	0.2	-6	-13	0.7	-19
7	CNC(=O)c1csc(-c2ccc(C)cc2)n1	8	7	-0.2	38	0.5	-1	0	-2.1	25
8	S=C(NCc1ccccc1)N1CCn2cccc2C1c1cccnc1 (stereo not given)	-7	2	0.8	-14	1.2	-6	13	2.5	-55
9	Cc1ccc(S(=O)(=O)Nc2ccnc(-c3cccnc3)n2)cc1	-1	-9	0.2	-14	-1.1	-1	-1	1.2	10
10	COc1cc(CNCc2ccccn2)ccc1OCC(N)=O	-3	-1	-0.1	38	-0.6	-3	-1	-1.4	-1
11	Cc1ccc(C(=O)Nc2ccccc2OC(F)F)cc1	-1	2	-0.4	14	1.8	-1	10	0.1	8
12	Cc1ccc(N2CC(C(=O)NC3CCSC3=O)CC2=O)cc1 (stereo not given)	-1	5	0.3	-2	0.1	4	10	0.6	-7&-16
13	CC1(C)Cc2cccc(OCC(=O)Nc3nccs3)c2O1	5	-9	0.5	-9	-0.7	-7	16	1.4	-8
14	Cc1ccc(Cn2ccc(=O)c(OCc3ccccc3)c2C)cc1	13	-29	0.8	-10	-3.6	5	-8	2.2	-32
15	Cc1cc2c(OCC(O)CN3CCCCC3)cccc2[nH]1 (stereo not given)	-14	110*	0.2	2	2.1	-3	101*	-0.1	9
16	CCSc1nncn1/N=C/c1ccc(OC)c(OC)c1	1	-1	-0.1	10	-0.4	-4	-23	0.2	1
17	O=C1c2ccccc2-n2c1nc1ccccc1c2=O	1	-5	0.6	21	0.6	2	3	0.3	-25
18	Cn1c(-c2csc(-c3ccccc3)n2)n[nH]c1=S	5	-27	-0.8	4	0.8	-17	-16	-2.7	21
19	Cc1cc(NS(=O)(=O)c2ccc(N3C(=O)C4C5C=CC(C5)C4C3=O)cc2)nc(C)n1 (stereo not given)	1	-8	0.3	-3	-0.8	-13	-20	3.6	9
20	Cc1cccc2nc(CSc3ccccc3N)cn12	-3	-16	0.9	-16	1.6	-15	-7	-0.6	-23
21	CCn1nnnc1SCC(=O)c1cccc(OC)c1	-1	12	-0.2	-35	1.0	-9	4	1.0	11
22	COc1ccc(/C=N/OCC(=O)Nc2nc3ccccc3s2)cc1	8	-23	0.6	62	-2.3	-5	-9	2.0	-89
23	Fc1cc(NC(=S)NCc2ccc(CNC(=S)Nc3ccc(Cl)c(F)c3)cc2)ccc1Cl	·	52*	0.9	84*	-0.1	-20	44	10	-22
24	O=C(Nc1ncc(Cl)cn1)c1cccs1	-2	-5	1.1	-32	2.8	18	7	0.2	2
25	COc1cccc(CNC(C)C(=O)Nc2ccc3c(c2)OCCO3)c1 (stereo not given)	2	-5	0.3	-1	-1.4	-11	-2	-1.2	-10

# Among those listed so far, 2 have an NH in an aromatic ring.
No.	mol	NPY Y1 blocker	NPY-Y1 PAM-ag	TRPML3 ag	CHOP inhibitor	S1P4 ag	S1P4 antagonist	NPY-Y2 PAM-ag	zfTRPN1 agonist	EP2 modulator
15	Cc1cc2c(OCC(O)CN3CCCCC3)cccc2[nH]1 (stereo not given)	-14	110*	0.2	2	2.1	-3	101*	-0.1	9
18	Cn1c(-c2csc(-c3ccccc3)n2)n[nH]c1=S	5	-27	-0.8	4	0.8	-17	-16	-2.7	21

# Next part:
No.	mol	NPY Y1 blocker	NPY-Y1 PAM-ag	TRPML3 ag	CHOP inhibitor	S1P4 ag	S1P4 antagonist	NPY-Y2 PAM-ag	zfTRPN1 agonist	EP2 modulator
26	Cc1ccc(-c2nnc(NC3CCCCC3)c3ccccc23)cc1S(=O)(=O)N1CCN(C)CC1	7	-21	0.3	18	2.1	11	-8	-0.8	-29
27	O=C1CCC(/C=C/c2ccccc2)=NN1Cc1ccccc1	10	-20	-0.5	11	0.5	-3	-19	-0.8	-58
28	COc1ccc(C(=O)Nn2c(SCc3cccc([N+](=O)[O-])c3)nc3ccccc3c2=O)cc1	4	-20	-0.6	14	4.3	-26	0	-0.7	-1
29	CCC1CCCCN1CCNC(=O)c1[nH]c(C)c(C(C)=O)c1C (stereo not given)	2	23	1.3	23	2.8	-3	9	2.1	22
30	c1cc(Nc2cccc3nccnc23)c2nccnc2c1	2	-11	0.4	19	0.6	-18	-7	-1.3	5
31	CCN(N)C(=S)Nc1ccc(F)cc1	3	12	0.1	2	33*	4	-10	2.2	-6
32	CCn1c(COc2ccccc2)nnc1SCc1ccc(C#N)cc1	1	-11	-0.2	3	0.7	-31	-2	-0.7	2
33	CN(C)CCCN(C(=O)c1ccc2c(c1)CCCC2)c1nc2ccc(F)cc2s1	10	-23	1.6	36	0.4	-9	7	1.9	7
34	Cc1c(C(=O)N2CCCCC2)sc(NC(=O)C(C)C)c1C#N	-4	-1	0.5	27	-0.8	6	7	1.0	13&-3
35	Cc1ccc(C2=NN3C(=O)c4ccccc4C3C2)cc1 (stereo not given)	·	4	-0.1	24	0.0	-7	-16	-1.5	-21
36	CN(C)C(=O)CSc1nc2ccccc2n1CC(=O)N1CCN(c2ccccc2)CC1	5	11	0.2	3	1.3	-5	-5	-0.5	3&11
37	COc1cc(OC)c(OC)cc1/C=N/NC(=O)CCc1c(C)n[nH]c1C	·	-20	0.9	6	-0.1	2	2	0.5	-6
38	C=CCNC(=S)Nc1ccc(Cl)cc1F	-4	-3	2.5	22	1.8	-24	11	4.7	-4
39	CCCOc1cccc(-c2cc(C(=O)NN)c3ccccc3n2)c1	-2	-28	0.9	15	0.9	14	-2	1.5	-54
40	Cc1ccc(Oc2cc(C)nc(-c3ccccc3O)n2)cc1	18	-37	0.4	34	1.9	4	-11	2.1	-13
41	CC1CCCC(NC(=O)CCNS(=O)(=O)c2ccc(Br)cc2)C1C (stereo not given)	-4	4	-0.1	16	0.2	14	-10	-1.2	22
42	Cc1sc(-n2c(C)cc(/C=N/n3cnnc3)c2C)c(C#N)c1C	3	8	-1.2	67	2.6	-33	7	1.9	14
43	Cc1cc(C)n2c(Nc3ccc4c(c3)OCCO4)c(-c3ccccc3)nc2n1	2	-14	0.5	27	-3.8	12	18	-0.7	34
44	Nc1ccc(NC(=O)NC2CCCCC2)cc1[N+](=O)[O-]	-2	-1	0.7	-19	-0.6	-3	-2	0.2	-12
45	O=C(CN1CCN(c2ccc(Cl)cc2)CC1)c1ccc2c(c1)OCO2	-2	-6	0.9	19	-0.4	-16	-4	1.4	1
46	Cc1c(C(=O)NCC2CCCO2)oc2ccc3c(c12)C(=O)CC(C)(C)O3 (stereo not given)	2	-24	0.2	-6	1.5	-13	1	-0.3	3
47	CCCn1c2c(c(=N)c3c1CCC3)CCC2	·	-14	0.4	-5	0.2	2	-24	-0.1	3
48	C=CCn1c(CSCc2ccc(Cl)cc2)nnc1SCC(=O)NCc1ccccc1	5	10	0.5	50	0.9	24	-14	2.9	2
49	O=C(CSc1nc2ccsc2c(=O)n1Cc1ccc(C(=O)O)cc1)NCC1CCCO1 (stereo not given)	1	-19	-0.4	20	1.3	8	-6	0.3	15
50	C/C(CC(=O)Nc1ccc2c(c1)OCO2)=N\NC(=O)C(c1ccccc1)c1ccccc1	7	-22	0.0	28	0.7	6	-7	-0.1	27

# Values in list order from the list:
# NPY-Y2 PAM-ag for entries 30–36: -7, -10, -2, 7, 7, -16, -5

# Other results:
No.	mol	NPY Y1 blocker	NPY-Y1 PAM-ag	TRPML3 ag	CHOP inhibitor	S1P4 ag	S1P4 antagonist	NPY-Y2 PAM-ag	zfTRPN1 agonist	EP2 modulator
51	O=C(N/N=C/c1ccc(N2CCOCC2)cc1)c1ccccc1OCCOc1ccccc1	-5	24	0.5	11	-1.7	-6	23	-0.7	-17
52	O=C(CC(=O)Nc1nc(C23CC4CC(CC(C4)C2)C3)cs1)NCCO	·	5	1.5	3	0.7	16	-15	3.6	-57
53	CCOc1ccc(C(=O)NC2CCN(C(=O)Nc3ccccc3OC)CC2)cc1	2	-21	0.5	13	-0.1	-21	-26	-0.5	-1&-7
54	CC(C)c1ccccc1NC(=O)c1ccccc1NC(=O)C1CCCCC1	8	-16	-0.5	0	-0.8	-8	-4	0.8	52
55	CC(=O)NC1C(=O)N(CCc2ccccc2)c2ccccc21 (stereo not given)	-4	-9	0.4	-12	0.9	1	5	0.9	6&-14
56	CN(C)C(=O)c1ccc(NC(=O)c2cccnc2)cc1	1	-19	0.1	12	-1.4	-2	7	0.1	27
57	CCCCN(C)C1=CC2=CC(=C(C#N)C#N)CCC2CC1 (stereo not given)	0	-18	225*	-7	0.7	-6	9	239*	3
58	COc1ccc(C2(C(=O)NCc3ccccc3Cl)CCOCC2)cc1OC	-3	14	-0.2	-8	-0.8	-5	2	-1.4	10
59	NS(=O)(=O)c1ccc(CNS(=O)(=O)c2cccc3nonc23)cc1	·	16	1.2	5	2.1	-20	-2	0.8	5
60	Cc1cc(C)n(-c2nnc(NC34CC5CC(CC(C5)C3)C4)nn2)n1	-8	28	0.3	21	0.6	-1	28	-2.6	-55
61	CSC1=C(C#N)C(c2cccc(Br)c2)CC(=O)N1 (stereo not given)	0	-11	-1.0	35	0.9	-7	-2	1.1	10
62	COc1cccc(OC)c1C(=O)Nc1cccc(C(C)=O)c1	-1	5	0.0	12	-1.2	-21	16	1.2	6
63	CCOC(=O)CCc1c(C)c(C#N)c2nc3ccccc3n2c1-n1ccnc1	1	9	1.4	1	-2.1	-7	-3	-1.5	11
64	C=CCSC1=C(C#N)C(c2ccccc2OCC)C(C#N)C(=O)N1 (stereo not given)	-2	-13	0.1	-1	-2.0	1	0	0.3	35
65	Cc1nc(C(=O)NNC(=O)c2ccccc2Cl)c(C(F)(F)F)o1	·	8	1.3	-10	1.0	-14	9	-1.7	-13
66	O=C1CCC/C(=N/NC(=O)c2cc(NS(=O)(=O)c3cccs3)cc(NS(=O)(=O)c3cccs3)c2)C1	·	-13	0.5	-2	0.9	-12	-4	1.5	47
67	CC(C)[C@H](NC(=O)OCc1ccccc1)C(=O)OCC(=O)NC1CCCCC1	-3	-16	-0.6	-3	0.3	2	-19	-1.4	26
68	COc1cc(NC(=O)Nc2cccc(Cl)c2)c(OC)cc1NC(=O)CN1CCCCC1	-4	-7	1.1	25	2.3	-21	6	-0.8	-16
